MC4R antag cAMP – human MC4R antagonism in cAMP assay. MC4R-expressing cells, MTII-stimulated cAMP, LANCE TR-FRET. inhibition, % at 6.5 µM. 360,000 compounds, 0.48% hits. AID 540295;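 active = inhibition above its plate's cutoff, the mean of tested wells on that plate plus 3 SD, cut at about 29% in these data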;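 note: 0% = Melanotan II alone and 100% = Melanotan II plus saturating MCL0020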
Target sequence (P32245 whole entry, looked up): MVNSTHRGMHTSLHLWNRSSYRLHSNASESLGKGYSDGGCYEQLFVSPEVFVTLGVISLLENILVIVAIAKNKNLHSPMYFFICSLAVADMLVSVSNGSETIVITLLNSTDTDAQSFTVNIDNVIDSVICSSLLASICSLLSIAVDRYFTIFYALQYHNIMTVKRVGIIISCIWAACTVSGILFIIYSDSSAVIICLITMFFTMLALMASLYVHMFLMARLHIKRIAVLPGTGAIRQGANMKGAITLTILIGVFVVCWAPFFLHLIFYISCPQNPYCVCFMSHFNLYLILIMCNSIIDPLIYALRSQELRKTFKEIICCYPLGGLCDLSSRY
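Assay system: U2OS-MC4R stable cell line; Also added: Melanotan II; Technique: Eu-cAMP/anti-cAMP TR-FRET, emission 671 nm; Times: 30-min compound, 1-h challenge, 1-h detection, room temperature.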
aDG glyco up – alpha-DG glycosylation activation; Pro5-aDG cells, alpha-DG glycosylation AlphaScreen (IIH6); 0% Pro5, 100% B10-LARGE cell signal; activation, % at 10 µM; 360,000 compounds, 0.22% hits;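 active = activation of at least 8% versus controls, or a plate z-score of at least 8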;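 note: Pro5 are CHO cells carrying HIG-tagged alpha-DG that lacks glycosylation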
N-glyco inh – blocks N-linked glycosylation in D54 reporter cells; 360,000 compounds, 0.23% hits; reporter increase, % at 12.5 µM; D54 ERlucT glycosylation luciferase reporter, 24 h; percent of 100 nM tunicamycin response;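 active = mean luciferase reporter signal, scaled so untreated is 0 and the glycosylation-blocking control 100, at or above a set limit in every replicate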;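 note: luciferase carries N-glycosylation sites so blocking glycosylation raises the light; 0% = median of neutral control wells and 100% = median of 100 nM tunicamycin wells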
MC4R barr agon – agonists of human melanocortin 4 receptor (MC4R) beta-arrestin; activation, % at 8.9 µM; P32245; 360,000 compounds, 0.98% hits; U2OS MC4R beta-arrestin complementation, luminescence; percent of melanotan II response, DMSO zero;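 active = activation above a per-plate cutoff, the mean activation of sample wells on that plate plus 3 SD, cut at about 8% in these data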
PDI inh – PDI (human) enzyme inhibition; 350,000 compounds, 0.052% hits; PDI insulin aggregation turbidity, A650, 90 min; inhibition, % at 10 µM; P07237;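 active = mean inhibition across replicates of 30% or more, whatever share of single replicates reach that level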;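 note: absorbance from insulin aggregation driven by PDI reduction with DTT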
Target sequence (P07237 whole entry, looked up): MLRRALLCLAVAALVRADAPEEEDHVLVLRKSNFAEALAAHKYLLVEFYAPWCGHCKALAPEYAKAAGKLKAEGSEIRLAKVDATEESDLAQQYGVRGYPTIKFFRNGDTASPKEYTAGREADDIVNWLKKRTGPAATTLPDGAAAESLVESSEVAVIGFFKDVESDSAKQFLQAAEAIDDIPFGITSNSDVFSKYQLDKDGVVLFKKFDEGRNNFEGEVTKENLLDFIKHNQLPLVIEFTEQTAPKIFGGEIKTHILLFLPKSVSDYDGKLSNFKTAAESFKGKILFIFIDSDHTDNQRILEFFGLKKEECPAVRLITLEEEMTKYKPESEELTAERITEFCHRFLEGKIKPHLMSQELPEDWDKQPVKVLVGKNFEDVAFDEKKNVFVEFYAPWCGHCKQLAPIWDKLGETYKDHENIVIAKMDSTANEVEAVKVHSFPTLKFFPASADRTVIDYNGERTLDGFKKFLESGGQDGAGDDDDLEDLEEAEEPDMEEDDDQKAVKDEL
CaV13 FRET inh – Primary screen for inhibitors of IQ motif and Ca2+-dependent inactivation inhibitor domain binding in CACNA1D, Förster resonance energy transfer in living cells, …; HEK cells, CFP/YFP FRET ICDI-IQ, plate reader, 10 min; percent FRET-ratio fall versus neutral wells; inhibition, % at 12.3 µM; 340,000 compounds, 0.098% hits;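 active = mean replicate inhibition of at least 30% and at least 1% of replicates passing that level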;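 note: 0% = median of the neutral control wells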
Vif inh – HIV Vif inhibition | HEK293T cells, Vif self-association by quenched fluorescence, imaging, 24 h | inhibition, % at 7.49 µM | 340,000 compounds, 0.35% hits | AID 602346; in the data active = inhibition above about 50%, passing the limit was not always enough; note: some results filed as inactive read as strong as hits
H9c2 protect – protects H9c2 cardiomyocytes from peroxide injury | protection from H2O2 cell death, % at 20 µM | AID 588492 | H2O2 injury protection, ATPLite, 2 h | 360,000 compounds, 0.63% hits;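 active = compounds giving at least 50% protection of heart cells from peroxide-induced death in the single-dose screen, raw or plate-pattern-corrected value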;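 note: 0% = DMSO wells with peroxide and 100% = DMSO wells without peroxide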
m5-HT2A agonist – mouse HTR2A agonism via beta-arrestin recruitment; P35363; CHO-K1 mHTR2A beta-arrestin complementation, luminescence; percent of 30 µM serotonin response; activation, % at 7.6 µM; 360,000 compounds, 0.66% hits; AID 624169;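 active = activation above a run cutoff, the mean activation of all tested compounds plus 3 SD, cut at about 14% in these data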;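 note: 0% = plate median of compound wells and 100% = 30 µM serotonin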
ABCB6 inh 2 – human ABCB6 transporter inhibition; AID 602162; K562-ABCB6 porphyrin accumulation, flow cytometry, 1 h; active compounds read low; Q9NP58; 360,000 compounds, 0.19% hits; fluorescence ratio to DMSO, % at 10 µM;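 active = fluorescence ratio to DMSO below 75%, the collection mean minus 3 SD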;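 note: signal is porphyrin accumulated inside mitochondria; 100% equals median channel fluorescence of DMSO control wells; lower ratio means ABCB6 inhibition with less porphyrin fluorescence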
Numbers without * were called inactive; / = not tested or not shown.

SMILES	MC4R antag cAMP	aDG glyco up	N-glyco inh	MC4R barr agon	PDI inh	CaV13 FRET inh	Vif inh	H9c2 protect	m5-HT2A agonist	ABCB6 inh 2
CS(=O)(=O)c1ccc2nc(NC(=O)c3ccc(NS(=O)(=O)c4ccc(F)c(F)c4)cc3)sc2c1	10	1.6	-1	-0.3	1	-1	12	-3	-3	93
O=C(O)CCC(=O)NCc1cn(-c2ccccc2)nc1-c1cccc(Br)c1	9	0.1	0	-3.1	5	-2	1	-4	3	100
CCc1nc2sccc2c(=O)n1N	-6	0.4	1	1.9	-4	-3	5	5	1	99
O=C(O)c1ccc(NC(=O)c2cn(-c3ccccc3)nc2-c2cccc(Cl)c2)cc1	16	0.0	1	-1.2	-5	-6	-3	-2	0	97
Cc1ccc(-c2cc(C(=O)NCCCn3ccnc3)c3ccccc3n2)s1	6	1.1	0	-0.5	9	-4	0	2	-6	91
COc1ccc(-c2ccc(SCC(=O)NCc3ccco3)nn2)cc1OC	11	2.0	2	-2.4	-3	-3	-1	19	1	97
CC(=O)Nc1ccc(NC(=O)c2ccc(Cn3cc(Cl)cn3)cc2)cc1	8	-0.1	-5	-3.4	-4	-7	-6	4	0	112
O=S(=O)(NCCc1csc(-c2ccccc2)n1)c1cccnc1	4	0.0	0	-1.0	-3	-5	0	-5	-3	97
COc1cc(-c2noc(C)c2C(=O)NCCc2ccccc2)cc(OC)c1OC	3	0.0	3	-0.7	-3	-10	24	-1	5	98
CCOC(=O)c1nnn(-c2nn3nnnc3c3ccccc23)c1C	2	0.5	-8	-0.4	-7	-5	6	4	3	97
O=C(Nc1ccc(Cl)cc1)C1(S(=O)(=O)c2ccccc2)CC1	-4	0.3	1	-0.7	14	-6	3	0	6	97
O=C(C[C@H]1C[C@@H]2c3cc(NS(=O)(=O)c4ccccc4)ccc3O[C@@H]2[C@H](CO)O1)N1CCOCC1	9	-0.3	5	-0.7	-4	-6	/	20	2	96
O=C(Nc1cccc(C(=O)Nc2ccc(Br)cc2)c1)c1ccccc1	1	0.7	0	0.3	-5	-18	-3	-5	3	95
Nc1nc(SCc2ccccn2)c2ncn(C3CCCC3)c2n1	6	-0.1	4	0.4	-8	-9	0	-4	-1	94
Cc1csc(N/N=C/c2ccc(O)c([N+](=O)[O-])c2)n1	-11	0.1	2	-3.1	-4	-6	6	9	-2	99
Cc1cc2nccnc2cc1C	5	-0.3	2	-0.9	4	-8	2	-2	1	99
Fc1cccc(CCN2C(=S)NC[C@@H]2Cc2ccccc2)c1	2	1.6	-4	-0.9	3	-10	-4	-1	-2	96
O=S(=O)(Nc1ccc(Cl)cn1)c1cnc(Cl)c(Br)c1	1	0.0	2	-0.2	4	-4	1	-14	1	95
CC(C)(C)N/N=C/c1cc(Cl)cc([N+](=O)[O-])c1O	16	0.3	1	2.5	3	-4	-7	-15	1	101
COc1ccccc1N1CCN(C2CCCN(C(=O)c3cccc(-c4ccco4)c3)C2)CC1 (stereo not drawn)	7	-0.2	-3	-1.9	5	-3	-9	9	-4	95
CCSc1nnc2c(n1)OC(C)(C)Nc1ccccc1-2	15	-0.1	0	0.3	1	-6	-8	-1	2	104
Cc1cccc(N2CCN(C(=O)c3cccc(N4C(=O)C5C6C=CC(C6)C5C4=O)c3)CC2C)c1 (stereo not drawn)	-1	0.1	-1	-1.5	-2	-7	-3	7	0	94
COc1cccc(-c2nnc(Nc3nc4c(F)cccc4s3)o2)c1	23	0.0	-1	0.4	3	-5	0	-23	-1	98
Cc1nc(CS(=O)(=O)c2ccccc2)cc(Sc2ccc(Cl)cc2)n1	8	-0.1	-5	0.2	3	-2	-6	-8	1	90
Cc1noc(C)c1COc1ccc(CC(=O)NC2CCCCCC2)cc1	0	0.0	-1	-4.4	-4	4	-8	-14	0	96
COc1ccc(C2CC(C)=C(C#N)S(=O)(=O)C2C#N)cc1 (stereo not drawn)	-4	0.0	3	-1.1	13	-5	2	1	0	97
Cc1ccc(OCC(=O)NNC(=O)C2CC(=O)N(c3ccc4c(c3)OCCO4)C2)cc1 (stereo not drawn)	4	-0.3	-2	-3.6	-16	-4	26	2	-4	99
COc1ccc(C)cc1NC(=S)N1CCOCC1	-4	-0.1	3	-2.1	-2	-8	4	-1	-4	88
CC(=O)c1ccc(NC(=O)C2CCN(S(=O)(=O)c3cccnc3)CC2)cc1	11	-0.4	1	-1.8	-2	-5	-3	6	0	96
COc1ccc(C(=O)NC(=S)N2CCCCC2)cc1[N+](=O)[O-]	5	0.1	4	-1.6	1	-14	5	-3	0	96
CCc1ccc2nc(SCC(=O)Nc3ccccc3N3CCOCC3)c(C#N)cc2c1	-4	-0.1	9	-1.2	1	-15	-6	-9	0	96
O=S(=O)(CCN1CCOCC1)c1ccc(Oc2ccc(S(=O)(=O)CCN3CCOCC3)cc2)cc1	12	0.2	-4	-0.9	-3	-2	-26	-12	-2	99
CN(c1ccc(C(=O)Nc2ccc3c(c2)OCO3)cc1)S(C)(=O)=O	-3	0.0	1	2.5	-2	-13	-8	-8	2	99
Cc1ccc(S(=O)(=O)N2CCC(C(=O)NCCc3ccccn3)CC2)cc1	-3	-0.1	1	-1.6	-1	1	-6	-6	-1	101
CCOC(=O)C1=CCN(S(=O)(=O)c2ccc(F)cc2)C1c1ccc(Br)cc1 (stereo not drawn)	/	0.0	2	/	/	-6	/	-5	-5	99
CN1CC(c2ccccc2Cl)C2(COc3ccccc3C2=O)C12C(=O)Nc1ccccc12 (stereo not drawn)	8	0.1	-7	3.6	8	-5	-9	-8	2	90
Cc1ccc2oc(C(=O)NCCC3CCCCO3)c(C)c2c1 (stereo not drawn)	22	0.3	-11	-2.0	2	-4	11	-6	-5	103
N#CC1=C(SCc2ccc(C#N)cc2)N=C(N)C(c2nc(-c3ccccc3)cs2)C12CCCCC2 (stereo not drawn)	-6	0.5	-7	0.6	1	-2	-5	-7	0	96
COc1cc(NC(=O)c2ccc([N+](=O)[O-])cc2)c(OC)cc1NC(=O)CC(C)C	0	0.0	0	1.3	11	-7	-5	-3	2	93
C=CCOc1ccc(CNC(C)(C)CO)cc1OC	12	0.1	1	-0.7	6	-7	-10	7	1	95
Clc1ccc(-c2nnc(COc3ncnc4ccccc34)o2)cc1	-2	0.3	3	0.9	1	-4	3	-9	0	95
CC1S/C(=N/N=C/c2cccc([N+](=O)[O-])c2)NC1=O (stereo not drawn)	22	0.0	2	-0.9	2	-5	-3	4	-1	97
Cc1cc(=O)oc2cc3c(cc12)OCO3	3	0.1	3	-1.1	-1	-3	-6	4	5	97
O=C(N/N=C/c1ccncc1)c1nc2ccccc2c(=O)[nH]1	9	0.0	2	0.9	9	-17	-6	14	6	97
O=C(Nc1ccc(CN2CCOCC2)cc1)c1ccc(Cl)cc1Cl	-3	0.0	-2	2.4	15	-6	8	2	-4	95
COc1ccc(CCNC(=O)C2CCN(S(=O)(=O)c3cccc4cccnc34)CC2)cc1OC	19	0.2	-3	4.4	-4	/	-4	5	-6	95
CCOC(=O)C1Cn2c(nc3c(c2=O)C(C)(CC)Cc2ccccc2-3)S1 (stereo not drawn)	-1	-0.1	-3	-0.5	-15	-5	-3	2	0	94
Nc1ccc(C(=O)OCC(=O)NC2CCS(=O)(=O)C2)cc1[N+](=O)[O-] (stereo not drawn)	17	-0.2	-1	0.4	8	-3	-1	-2	-1	103
COc1ccc(S(=O)(=O)N(CC(=O)NCc2ccncc2)Cc2ccccc2)cc1	8	0.1	0	-1.9	-2	-2	7	3	-6	93
Cc1cc(CNC(=O)COC(=O)C2CC3CCCC(C2)C3=O)cc(C)c1O (stereo not drawn)	7	0.0	0	0.9	-15	-5	-7	1	6	103

Already shown: an excerpt of the list.
SMILES	MC4R antag cAMP	aDG glyco up	N-glyco inh	MC4R barr agon	PDI inh	CaV13 FRET inh	Vif inh	H9c2 protect	m5-HT2A agonist	ABCB6 inh 2
COc1ccc(S(=O)(=O)N(CC(=O)NCc2ccncc2)Cc2ccccc2)cc1	8	0.1	0	-1.9	-2	-2	7	3	-6	93
Cc1cc(CNC(=O)COC(=O)C2CC3CCCC(C2)C3=O)cc(C)c1O (stereo not drawn)	7	0.0	0	0.9	-15	-5	-7	1	6	103

The list continues.
SMILES	MC4R antag cAMP	aDG glyco up	N-glyco inh	MC4R barr agon	PDI inh	CaV13 FRET inh	Vif inh	H9c2 protect	m5-HT2A agonist	ABCB6 inh 2
CCN(Cc1ccccc1)C(=O)COC(=O)c1cc(=O)[nH]c2ccccc12	-25	0.1	-1	0.2	0	-3	11	0	6	94
CCSc1nc(O)cc(=O)n1CC	11	-0.2	1	-2.5	-1	-3	4	-7	6	101
Cc1cccc(N2CCN(C(=O)C3CCCN(S(=O)(=O)c4cnc[nH]4)C3)CC2C)c1 (stereo not drawn)	0	-0.2	1	0.3	5	-5	-15	0	3	95
Cc1ccc(NC(=O)c2cc(S(=O)(=O)N3CCOCC3)cn2C)cc1Cl	5	-0.3	-3	2.6	/	-8	1	-3	-2	95
CC(=O)NCN1CCN(CNC(C)=O)CC1	1	-0.2	0	-2.8	6	-4	-2	6	2	97
COc1ccc(CNS(=O)(=O)c2ccc(-c3ccc(=O)[nH]n3)s2)cc1OC	-6	0.1	0	-2.1	11	-3	0	-4	-3	101
COc1cccc(-c2ccc3nccn3c2)c1	-1	0.2	2	-0.9	-2	-6	5	12	2	120
CC12CCC(C(=O)NCc3ccco3)(OC1=O)C2(C)C (stereo not drawn)	-2	0.0	1	-1.5	3	-9	-3	-2	-2	96
Fc1ccc(CNC(=S)NCc2cccc(Cl)c2)cc1	-1	0.4	-1	0.8	7	/	2	-7	3	90
Cc1ccc(NC(=O)Cn2c(O)c(N=NS(=O)(=O)c3ccc(C)cc3)c3ccccc32)cc1	22	0.2	2	-1.0	-1	-4	-6	11	-3	107
CC(=O)Nc1ccc(S(=O)(=O)N2CCC(C(=O)c3ccc(F)cc3)CC2)cc1	-2	0.2	-4	-1.6	-11	-4	0	-2	-12	94
C[C@H](CO)N1C[C@H](C)[C@H](CN(C)C(=O)NC2CCCCC2)Oc2cc(-c3cccnc3)ccc2S1(=O)=O	1	1.1	-1	-0.9	0	-2	-5	4	7	100
Cc1cccc(N2CCN(CC(=O)Nc3nccs3)CC2)c1C	6	0.5	-1	-2.3	-1	-4	-8	-2	-4	89
CC1(C(=O)NS(=O)(=O)c2ccc(Cl)s2)CCN1C(=O)c1ccc(C2CCCCC2)cc1 (stereo not drawn)	18	0.1	1	-0.4	2	-5	/	-7	3	95
COc1ccccc1NC(C)C(=O)N/N=C/c1ccccc1OCc1cccc(Br)c1 (stereo not drawn)	9	2.1	-1	0.6	0	-5	4	3	-1	100
CCCCNS(=O)(=O)c1ccc(NC(=O)C2c3ccccc3Oc3ccccc32)cc1	3	0.2	-1	13*	-1	-3	3	-5	-5	97

In the list so far, these have a COOH group.
SMILES	MC4R antag cAMP	aDG glyco up	N-glyco inh	MC4R barr agon	PDI inh	CaV13 FRET inh	Vif inh	H9c2 protect	m5-HT2A agonist	ABCB6 inh 2
O=C(O)CCC(=O)NCc1cn(-c2ccccc2)nc1-c1cccc(Br)c1	9	0.1	0	-3.1	5	-2	1	-4	3	100
O=C(O)c1ccc(NC(=O)c2cn(-c3ccccc3)nc2-c2cccc(Cl)c2)cc1	16	0.0	1	-1.2	-5	-6	-3	-2	0	97
